Rv3671c protease: inhibits the M. tuberculosis serine protease Rv3671c; 0.048% of 320,000 active; inhibition, % at 5.96 µM; AID 2606; in the data active = inhibition above about 38%;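 note: extracellular domain of Rv3671c used as enzyme; 0% = enzyme with DMSO and 100% = no enzyme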
Target sequence (P9WHR9 whole entry, looked up, the tested form may be a part): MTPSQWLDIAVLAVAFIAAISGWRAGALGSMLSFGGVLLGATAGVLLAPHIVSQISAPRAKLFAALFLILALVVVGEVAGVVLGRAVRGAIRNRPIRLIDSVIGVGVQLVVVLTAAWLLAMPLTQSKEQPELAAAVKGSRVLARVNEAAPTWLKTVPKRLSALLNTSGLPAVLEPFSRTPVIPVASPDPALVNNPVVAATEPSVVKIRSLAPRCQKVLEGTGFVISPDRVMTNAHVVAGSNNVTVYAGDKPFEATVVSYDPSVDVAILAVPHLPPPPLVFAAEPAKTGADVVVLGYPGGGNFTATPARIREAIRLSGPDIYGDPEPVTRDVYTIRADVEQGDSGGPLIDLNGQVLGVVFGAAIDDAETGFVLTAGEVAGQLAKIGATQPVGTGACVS
Mtb FBA inh: inhibitors of M. tuberculosis fructose-bisphosphate aldolase | 2.3% of 360,000 active | purified M. tuberculosis FBA, fluorescence read-out | P9WQA3 | AID 588726 | inhibition, % at 1 µM; in the data active = inhibition above about 27%;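 note: 0% = vehicle and 100% = reference inhibitor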
Mtb BioA inh: blocks M. tuberculosis BioA enzyme activity | purified M. tuberculosis BioA enzyme, plate reader | inhibition, % at 9.99 µM | 0.096% of 360,000 active | AID 602481; in the data active = inhibition above about 40%
VHR inh abs: blocks human VHR1 dual specificity phosphatase; 0.52% of 290,000 active; inhibition, % at 13.3 µM; recombinant VHR phosphatase, pNPP absorbance; in the data active = inhibition above about 50%; note: some compounds called inactive have numbers as strong as hits
Target sequence (P51452 whole entry, looked up): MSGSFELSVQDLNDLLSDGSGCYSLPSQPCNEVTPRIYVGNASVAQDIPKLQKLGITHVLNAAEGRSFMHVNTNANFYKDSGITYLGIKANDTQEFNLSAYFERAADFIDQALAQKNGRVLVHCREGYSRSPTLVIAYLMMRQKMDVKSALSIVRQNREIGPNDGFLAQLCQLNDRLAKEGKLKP
FadD28 FP inh: M. tuberculosis FadD28 bisubstrate binding inhibition; FadD28 bisubstrate probe binding, fluorescence polarization; inhibition, % at 12.5 µM; 0.22% of 360,000 active; in the data active = inhibition above about 8.5%, passing the limit was not always enough
BoNT F protease: blocks Botulinum neurotoxin F light chain protease; 0.22% of 360,000 active; inhibition, % at 10 µM; AID 588497; Multiplex microsphere protease cleavage assay, flow cytometry; in the data active = inhibition above about 35%, passing the limit was not always enough; note: plate controls were buffer without enzyme for full effect and enzyme alone for no effect
GDH-TPI counter: inhibits GDH-TPI coupling enzymes, artifact for Mtb FBA screen | 1.2% of 360,000 active | GDH-TPI coupled enzyme counterscreen, NADH absorbance | inhibition, % at 4.8 µM | AID 588335;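 note: 0% = DMSO wells and 100% = wells lacking the enzyme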
Mtb UGM inh: Mtb UDP-galactopyranose mutase inhibition. 0.06% of 320,000 active. inhibition, % at 10 µM. purified UGM, fluorescence polarization probe displacement. AID 504406; in the data active = inhibition above about 10%, passing the limit was not always enough
Target sequence (P9WIQ1 whole entry, looked up): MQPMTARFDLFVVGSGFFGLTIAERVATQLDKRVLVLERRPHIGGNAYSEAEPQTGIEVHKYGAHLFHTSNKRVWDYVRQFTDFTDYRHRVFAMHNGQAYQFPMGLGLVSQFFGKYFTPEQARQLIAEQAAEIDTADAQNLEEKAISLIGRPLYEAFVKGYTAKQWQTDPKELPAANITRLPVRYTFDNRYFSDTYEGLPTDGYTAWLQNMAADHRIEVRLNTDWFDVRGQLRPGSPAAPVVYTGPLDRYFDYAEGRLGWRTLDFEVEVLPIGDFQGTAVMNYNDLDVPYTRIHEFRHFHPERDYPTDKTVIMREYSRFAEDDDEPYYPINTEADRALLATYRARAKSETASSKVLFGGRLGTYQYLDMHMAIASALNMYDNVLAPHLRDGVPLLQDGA
MazEF act: increases E. coli MazEF RNase cleavage of RNA; P0AE70; FAM/BHQ RNA-DNA oligo cleavage fluorescence, 5 h; activation, % at 20 µM; 0.32% of 350,000 active; AID 504720; in the data active = activation above about 50%
CCHFV vOTU inh: blocks the CCHF virus ovarian tumor domain protease. 0.55% of 370,000 active. CCHFV vOTU protease, Pep-AMC fluorescence. inhibition, % at 11.5 µM; note: 0% = vehicle wells with enzyme and 100% = no enzyme wells
The depositor's hits bear a star; . = not tested or not shown. Cut-off read from the data, not from the text of the source, unless noted: active = inhibition above about 30%; inactive = the rest.

The first 11 entries, to show the layout:
SMILES	Rv3671c protease	Mtb FBA inh	Mtb BioA inh	VHR inh abs	FadD28 FP inh	BoNT F protease	GDH-TPI counter	Mtb UGM inh	MazEF act	CCHFV vOTU inh
O=C(COC(=O)c1cccc(S(=O)(=O)N2CCOCC2)c1)NCc1ccc2c(c1)OCO2	0	0	-2.0	.	-0.4	-15	5	-1.7	2	5
COc1ccc(NC(=O)N(Cc2ccc(C)cc2)Cc2cccnc2)c(OC)c1	-3	-2	-0.3	25	-4.1	-8	8	.	3	13
CCCc1cc(Nc2c(C)n(C)n(-c3ccccc3)c2=O)n2c(nc3ccccc32)c1C#N	-3	8	-6.1	26	0.3	-4	13	-1.3	-9	-6
Cc1sc2nc(CC(N)=O)[nH]c(=O)c2c1-c1ccccc1	-2	1	.	2	0.2	0	3	-2.5	0	.
c1ccc([C@H]2CN3C(=N2)Sc2ccccc23)cc1	-5	1	-1.9	.	-0.9	-6	4	2.4	9	11
O=C(Nc1ncccn1)c1cc([N+](=O)[O-])cc([N+](=O)[O-])c1	1	1	.	-11	0.0	-1	0	2.1	5	-16
CCOc1ccccc1CN1CCN(S(C)(=O)=O)CC1	-3	12	-0.3	-8	0.6	-1	-1	0.6	3	-11
Cc1ccc(S(=O)(=O)N/N=C\c2cn(-c3ccccc3)nc2-c2ccccc2)cc1	-91	-2	-0.3	5	-3.0	1	13	-0.5	0	7
COc1ccc(OC)c(C2=NOC(C(=O)NCc3ccco3)C2)c1 (stereo not given)	-1	-6	-0.2	15	-3.7	0	-3	-0.4	-4	-1
Nc1nc(OCC(F)(F)F)cc(Oc2ccccc2F)n1	-4	-2	0.0	10	-1.7	-6	-5	3.5	-11	5
CCN(CC)C(c1ccc(C)cc1)c1nnnn1C1CCCCC1 (stereo not given)	-4	0	0.1	-1	-0.8	3	1	1.8	-1	7

The list itself, repeating the preview:
SMILES	Rv3671c protease	Mtb FBA inh	Mtb BioA inh	VHR inh abs	FadD28 FP inh	BoNT F protease	GDH-TPI counter	Mtb UGM inh	MazEF act	CCHFV vOTU inh
O=C(COC(=O)c1cccc(S(=O)(=O)N2CCOCC2)c1)NCc1ccc2c(c1)OCO2	0	0	-2.0	.	-0.4	-15	5	-1.7	2	5
COc1ccc(NC(=O)N(Cc2ccc(C)cc2)Cc2cccnc2)c(OC)c1	-3	-2	-0.3	25	-4.1	-8	8	.	3	13
CCCc1cc(Nc2c(C)n(C)n(-c3ccccc3)c2=O)n2c(nc3ccccc32)c1C#N	-3	8	-6.1	26	0.3	-4	13	-1.3	-9	-6
Cc1sc2nc(CC(N)=O)[nH]c(=O)c2c1-c1ccccc1	-2	1	.	2	0.2	0	3	-2.5	0	.
c1ccc([C@H]2CN3C(=N2)Sc2ccccc23)cc1	-5	1	-1.9	.	-0.9	-6	4	2.4	9	11
O=C(Nc1ncccn1)c1cc([N+](=O)[O-])cc([N+](=O)[O-])c1	1	1	.	-11	0.0	-1	0	2.1	5	-16
CCOc1ccccc1CN1CCN(S(C)(=O)=O)CC1	-3	12	-0.3	-8	0.6	-1	-1	0.6	3	-11
Cc1ccc(S(=O)(=O)N/N=C\c2cn(-c3ccccc3)nc2-c2ccccc2)cc1	-91	-2	-0.3	5	-3.0	1	13	-0.5	0	7
COc1ccc(OC)c(C2=NOC(C(=O)NCc3ccco3)C2)c1 (stereo not given)	-1	-6	-0.2	15	-3.7	0	-3	-0.4	-4	-1
Nc1nc(OCC(F)(F)F)cc(Oc2ccccc2F)n1	-4	-2	0.0	10	-1.7	-6	-5	3.5	-11	5
CCN(CC)C(c1ccc(C)cc1)c1nnnn1C1CCCCC1 (stereo not given)	-4	0	0.1	-1	-0.8	3	1	1.8	-1	7
O=C(CCN1CCC(c2ccccc2)C1)c1cccs1 (stereo not given)	-6	-1	.	7	1.2	-1	-1	-3.5	5	4
Cc1cc(C(=O)N/N=C2\CC(=O)CC(C)(C)C2)n[nH]1	4	3	-6.2	2	0.4	-10	10	-1.5	-1	8
COC(=O)C1=C(c2cccc(C#N)c2)C[C@@H]2CC[C@H]1N2C(=O)N1CCC(C)CC1	-8	4	-1.1	.	-1.5	3	17	1.8	-3	-1
CN(C)S(=O)(=O)c1cccc(NC(=O)c2ccc(COc3ccccc3)cc2)c1	-36	-1	-0.4	-5	3.6	15	4	-1.9	-9	22
CCC(CC)NC(=O)c1oc2ccccc2c1COc1ccccc1	-29	0	.	-18	-1.6	-1	4	0.0	-8	-4
CCOc1cc(C(=O)Nc2ccc(S(=O)(=O)N3CCOCC3)cc2)cc(OCC)c1OCC	3	-3	0.9	36	-3.7	-4	-9	-1.4	2	-12
Cc1ccc(Cl)cc1N(C)C(=O)Cn1ncc2c([nH]c3ccccc32)c1=O	-3	4	-1.1	35	0.4	1	2	-2.7	-4	-9
CCOC(=O)CNc1nc(Oc2ccc(=O)n(C)n2)nc(N(CC)CC)n1	6	-1	.	18	0.2	-7	4	-2.5	5	8
C[C@H](NC(=O)c1ccccc1)C(=O)N1CCC2(CC1)NCCc1[nH]cnc12	0	3	-0.6	29	0.1	0	-3	-0.4	4	7
CCC(C)NC(=O)Cn1cc(S(=O)(=O)N2CCCC2)c(S(=O)(=O)N2CCCC2)c1 (stereo not given)	-1	6	-6.6	25	0.1	4	3	0.1	8	-3
O=C(CSc1cn(CC(=O)N2CCCCCC2)c2ccccc12)NCC1CCCO1 (stereo not given)	0	1	.	-12	-1.1	2	2	0.3	3	1
O=C(NCC1CCCN1S(=O)(=O)c1cccs1)C(=O)Nc1ccccc1Cl (stereo not given)	-8	-1	-1.4	.	-3.6	12	3	-0.5	-9	1
COc1ccc(Cc2nnc(SCC(=O)c3c(N)n(C4CC4)c(=O)[nH]c3=O)o2)cc1	-2	1	-1.0	.	-2.6	1	-8	-1.5	-11	-1
COc1c(C)cc(C(O)c2ncc(-c3ccccc3F)[nH]2)cc1C (stereo not given)	.	0	-0.5	.	-2.9	-6	-1	.	.	-1
O=C(Nc1cccc([N+](=O)[O-])c1)N1CCCc2ccccc21	.	0	0.6	32	1.7	1	1	1.9	12	17
COc1ccc2c(c1OC)C(=O)N1N=C(c3ccc(F)cc3)CC21 (stereo not given)	10	2	.	14	0.1	-4	3	-0.3	0	5
NC(=O)c1cccc(-c2cccc(OC(=O)NC3CCCCC3)c2)c1	10	1	0.9	14	-2.9	6	4	1.6	7	-1
CCOC(=O)c1oc2cc(O)ccc2c(=O)c1-c1csc(C)n1	-3	-4	1.8	4	0.5	9	20	-3.1	-2	-2
O=[N+]([O-])c1cc(C(F)(F)F)cc([N+](=O)[O-])c1NCCCN1CCOCC1	3	-5	.	19	-2.6	3	-10	-0.4	0	-6
O=C(CSc1nnc(CNC(=O)c2ccccc2F)o1)Nc1ccc2c(c1)OCO2	-11	2	-0.8	16	-0.8	-2	1	1.4	-3	-8
COc1cccc(OC)c1C(=O)N1CCN(Cc2c[nH]c3ccccc23)CC1	.	1	1.8	.	0.1	4	2	.	5	18
CCOc1ccc(CCN2C(=O)C(=O)N([C@@H](CC(C)C)CN3CCC[C@@H]3CN3C(=O)C(=O)NC[C@@H]3Cc3ccccc3)C[C@@H]2Cc2ccc(O)cc2)cc1	.	-2	1.0	.	-6.8	4	-9	.	5	15
Cc1onc(-c2c(F)cccc2Cl)c1C(=O)N1CCOC12CCCCC2	-1	1	.	26	-0.9	-6	-1	-0.8	5	3
COC(=O)CN(c1ccc2c(c1)OCO2)S(=O)(=O)c1c(C)[nH]c(=O)[nH]c1=O	-1	.	-0.1	-3	0.1	8	.	3.6	2	-3
COc1cccc(-c2nn3c(-c4ccco4)nnc3s2)c1	3	3	0.8	-7	-0.8	-7	20	0.0	3	18
CCS(=O)(=O)c1ccc(S(=O)(=O)CC)s1	2	-1	-1.0	-10	-0.8	2	-5	-0.4	4	8
O=C(O)C1CCCN(S(=O)(=O)c2ccc(F)cc2)C1 (stereo not given)	1	0	-0.6	-4	-1.2	-11	-1	0.0	4	2
COc1ccc(N2C(=O)CC(NCc3ccncc3)C2=O)cc1 (stereo not given)	10	2	-0.1	9	-0.2	9	9	-2.9	-8	5
CCCCN1CC(COCc2ccccc2)Oc2cccc(Oc3ccc(C(C)C)cc3)c2S1(=O)=O (stereo not given)	.	0	-1.7	.	-2.3	-11	11	.	-3	1

Another view of part of the listing above:
COc1ccc2c(c1OC)C(=O)N1N=C(c3ccc(F)cc3)CC21 (stereo not given)
- Rv3671c protease = 10
- Mtb FBA inh = 2
- Mtb BioA inh = .
- VHR inh abs = 14
- FadD28 FP inh = 0.1
- BoNT F protease = -4
- GDH-TPI counter = 3
- Mtb UGM inh = -0.3
- MazEF act = 0
- CCHFV vOTU inh = 5

CCOC(=O)c1oc2cc(O)ccc2c(=O)c1-c1csc(C)n1
- Rv3671c protease = -3
- Mtb FBA inh = -4
- Mtb BioA inh = 1.8
- VHR inh abs = 4
- FadD28 FP inh = 0.5
- BoNT F protease = 9
- GDH-TPI counter = 20
- Mtb UGM inh = -3.1
- MazEF act = -2
- CCHFV vOTU inh = -2

(listing goes on)
SMILES	Rv3671c protease	Mtb FBA inh	Mtb BioA inh	VHR inh abs	FadD28 FP inh	BoNT F protease	GDH-TPI counter	Mtb UGM inh	MazEF act	CCHFV vOTU inh
Cn1ncc(Br)c1C(=O)N/N=C/c1cccc(OC2CSC2)c1	-5	-2	.	-2	-3.0	-7	26	-3.2	1	-11
CCOC(=O)c1c(NC(=O)C(C)Sc2cccc[n+]2[O-])sc2c1CCN(Cc1ccccc1)C2 (stereo not given)	0	11	.	5	-0.4	12	8	-0.4	-48	.
COc1ccccc1C(=O)NCCCNC(=O)c1cnccn1	-1	3	-1.2	41	-0.3	3	2	-1.4	7	-6
COc1cc(CCCN2CCNC[C@@H]2Cc2ccc(O)cc2)cc(OC)c1OC	1	1	-0.6	.	-1.1	-5	9	1.3	1	8
Cc1ccc(C2C(=O)N(C3CCCC3)CC(=O)N2CC2COc3ccccc3O2)cc1 (stereo not given)	-3	0	-0.1	19	0.5	9	1	-0.1	-4	-3
CCN(CC)c1nc(C(F)(F)F)nc2c1nnn2Cc1ccccc1	7	-1	2.0	-16	-1.7	-10	4	0.3	4	-1
CC(=O)N1CCCc2cc(S(=O)(=O)N3CCCC(C(=O)Nc4ccccc4C)C3)ccc21 (stereo not given)	-1	-1	1.5	5	-1.8	0	6	1.5	5	4
CN1CCN(S(=O)(=O)c2ccc(N)cc2)CC1	6	3	-1.2	21	1.4	2	1	0.9	7	-1
Cc1cccc(OCc2nnc(SCC(=O)c3ccccc3)o2)c1	-9	1	.	19	-1.9	-8	-1	0.2	0	-2
COc1ccc(C)cc1NC(=O)CN1C(=O)COc2ccc(S(=O)(=O)N3CCC(C)CC3)cc21	-7	-4	1.2	7	-2.6	2	-8	-0.5	0	2
Cc1cc(C(=O)Nc2ccc(N3CCOCC3)c3nonc23)ccc1[N+](=O)[O-]	8	-3	-2.0	41	-4.1	4	2	-1.3	7	-3
COc1cc(NC(=O)Cn2nc(C(F)(F)F)c(Br)c2C)cc([N+](=O)[O-])c1	-29	-2	0.3	1	1.5	-5	8	2.6	5	-4
COc1ccc(-c2cc(C(=O)NC3CCCC3)c3ccccc3n2)cc1OC	5	5	-1.1	.	0.2	-13	15	-4.7	8	6
CCOC(=O)N1CCC(NC(=O)c2cc(S(=O)(=O)NCCc3ccccc3)ccc2F)CC1	-4	-1	.	-17	0.3	0	0	2.5	-9	0
CCOC(=O)c1cnc2c(OC)cccc2c1N1CCN(c2ccccc2OC)CC1	-5	-1	3.8	15	-2.5	-23	17	6.8	-17	1
CCn1c(=O)c(C(=O)NCCCO)c(O)c2ccccc21	5	1	.	19	-1.3	1	6	-2.1	-7	-2
CCCN(Cc1nnc(-c2ccccc2Cl)o1)C(=O)c1cc2ccccc2o1	5	-1	3.2	.	.	9	-2	-1.9	-8	15
Cc1cc(Cl)c(S(=O)(=O)Nc2cccc(O)c2)cc1OCC(N)=O	-9	5	.	-10	-1.8	-8	7	-1.7	4	6
O=C(Nc1ccc([N+](=O)[O-])cc1Br)c1cc2ccccc2nc1Cl	7	1	-0.9	30	-3.4	-6	8	2.7	-4	-4

Screening data deposited in PubChem by several laboratories.
